Assay outcomes deposited in PubChem BioAssay by National Center for Advancing Translational Sciences (NCATS).
Imprint erasure: qHTS Assay for Compounds that Induce Erasure of Genomic Imprints | mouse ES Peg3-LacZ reporter, beta-gal luminescence, 40 h | Potency, µM (highest dose often 60.7 µM), inactives show top-dose activity change, positive = activation, usual class: activators | 110,000 tested, 0.02% active;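 further: 0% = negative control wells on the plate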
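Readout: BetaGlo luminescence (5 min, room temp) for LacZ from the normally silent maternal Peg3 allele in female Peg3LacZ-Neo ES cells. Cells 300/well, 40 h, 37C, 5% CO2. Data normalized per plate to negative controls.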
p53ts 39C kill: qHTS Screen for Compounds that Selectively Target Cancer Cells with p53 Mutations: Cytotoxicity of p53ts Cells at the Nonpermissive Temperature. AID 902, 2007. H1299-p53A138V viability at 39C, ATP luminescence, 24 h. 130,000 tested, 1.5% active. Potency, µM (top dose mostly 46.1 µM), for inactives: at the highest dose activity change, negative = cell killing, actives largely listed as cytotoxic; further: nearly all actives have a fitted effect of over 55% in size
p53ts 32C kill: qHTS Screen for Compounds that Selectively Target Cancer Cells with p53 Mutations: Cytotoxicity of p53ts Cells at the Permissive Temperature. H1299-p53A138V at 32C, ATP luminescence viability, 24 h. Potency, µM (titrated, usually from 46.1 µM), for inactives: top-dose activity change, negative = cytotoxicity, most hits filed as cytotoxic. 130,000 tested, 0.93% active. AID 924, 2007;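 further: 0% = DMSO and -100% = full killing by reference compound; nearly all actives have a fitted effect of over 55% in size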
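Viability by ATPlite luminescence after 24 h compound treatment (up to 46 uM) at the permissive 32C. Cells are H1299 carrying p53 A138V. Scale runs from DMSO basal to 100 uM tamoxifen as full kill; AC50 from Hill fits.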
IkB signaling: IkB Signaling; Potency, µM (top dose mostly 57.1 µM), inactives show at the highest dose IkBa stabilization activation; ABC-DLBCL IkBa-CBG/CBR dual luciferase ratio, 4 h; response scale: scaled: untreated 0%, proteasome inhibitor 100%; AID 445, 2006; 110,000 tested, 0.04% active; active means well fitted curve in the direction sought with a large enough effect in the signal ratio, not every such curve was filed as active; inconclusive means small, poorly fitted or top-dose-only effect, or a change in a side signal; the % refers to the signal ratio;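 further: the direction sought is a rising ratio; 0% = basal untreated cells and 100% = reference inhibitor full response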
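Curves were fitted separately to fusion (green), unfused (red) and ratio luminescence, then classed by r2, magnitude and activity. Cells: OCI-Ly3, 4 h compound plus doxycycline at 37C; 10 uM MG-132 defined full response.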
An asterisk follows results filed as active; ? = inconclusive; · = not tested or not shown; [ ] = remark or other dose. Unless noted, the call rests on the fitted dose curve; in most records, active means well fitted curve in the direction sought with a large enough effect; inconclusive means small, poorly fitted or top-dose-only effect, or another doubt; inactive means no such curve, though single readings can be large; an effect the other way counts as inactive or inconclusive. Unless noted, on the % scale 0 is the no-effect control and ±100 the full control effect; potency means the concentration at half of the fitted maximal effect. Random draw from the library, and some 1.8% of all compounds hit somewhere here.

A first look (7 entries):
SMILES	Imprint erasure	p53ts 39C kill	p53ts 32C kill	IkB signaling
COc1ccc(C(=O)Nc2nc3c(s2)Cc2cc(OC)ccc2-3)cc1	-3%[10.9 µM]	6%	-13%	?
Cn1nnnc1SCc1c(F)cccc1F	-6%	-6%	-2%	0.4%
CCCCN(C)CCCNC(=O)Cn1nc(CC)n2c(cc3sc(C)cc32)c1=O	-12%[10.9 µM]	-19%	-5%	2.3%
C(=C\c1ccccc1)/CSc1nnc(-c2cnccn2)n1Cc1ccco1	-31%[inhibitor]	6%	-3%	10%
CCCC(=O)Nc1sc(C(=O)OC)c(C)c1C(N)=O	-11%	-13%	10%	0.1%
Cc1nc(SCC(=O)NCc2ccco2)nc(C)c1C	19%	-2%	-5%	12%
COC(=O)[C@@]1(Cc2ccc(F)cc2)[C@H]2c3cc(C(=O)N4CCCC4)n(CCc4c[nH]c5ccc(OC)cc45)c3C[C@H]2CN1C(=O)c1ccccc1	-8%	5%	12%	·

Results, previewed entries included:
SMILES	Imprint erasure	p53ts 39C kill	p53ts 32C kill	IkB signaling
COc1ccc(C(=O)Nc2nc3c(s2)Cc2cc(OC)ccc2-3)cc1	-3%[10.9 µM]	6%	-13%	?
Cn1nnnc1SCc1c(F)cccc1F	-6%	-6%	-2%	0.4%
CCCCN(C)CCCNC(=O)Cn1nc(CC)n2c(cc3sc(C)cc32)c1=O	-12%[10.9 µM]	-19%	-5%	2.3%
C(=C\c1ccccc1)/CSc1nnc(-c2cnccn2)n1Cc1ccco1	-31%[inhibitor]	6%	-3%	10%
CCCC(=O)Nc1sc(C(=O)OC)c(C)c1C(N)=O	-11%	-13%	10%	0.1%
Cc1nc(SCC(=O)NCc2ccco2)nc(C)c1C	19%	-2%	-5%	12%
COC(=O)[C@@]1(Cc2ccc(F)cc2)[C@H]2c3cc(C(=O)N4CCCC4)n(CCc4c[nH]c5ccc(OC)cc45)c3C[C@H]2CN1C(=O)c1ccccc1	-8%	5%	12%	·
Fc1cccc(Cl)c1Cn1nnc2c(NCc3ccccn3)ncnc21	-8%	-18%	7%	1.7%
Cc1ccccc1-c1nnc(CN2CCN(c3cccc(C)c3C)CC2)o1	-7%[10.9 µM]	-19%	-3%	?
COc1ccccc1OCCCCCc1c(C)n[nH]c1C	-29%	0%	1%	1.5%
O=C1CC(=O)Nc2cc(S(=O)(=O)N3CCOc4ccccc43)ccc2N1	-17%[10.9 µM]	5%	14%	-1.1%
Cc1cc(C(=O)OCC(=O)Nc2nc(-c3ccccc3)cs2)c(C)o1	-5%	-8%	-6%	0.2%
Cc1ccc(C(=O)NC2(C(F)(F)F)C(=O)Nc3c2c(=O)[nH]c(=O)n3CCc2ccccc2)cc1 (stereo not drawn)	-3%[10.9 µM]	22%	4%	1.8%
CC1CCN(S(=O)(=O)c2cn(CC(=O)Nc3ccc(F)c(Cl)c3)c(=O)c3ccccc23)CC1	-8%[10.9 µM]	?	-11%	?
CN1C(=O)C(O)(CC(=O)c2cccc(-n3cccc3)c2)c2ccccc21 (stereo not drawn)	-31%[inhibitor]	-7%	-5%	0.8%
CCCC(=O)C1=C(O)C(C(=O)OC)C(C)(C)CC1=Nc1ccccc1 (stereo not drawn)	-14%	14%	9%	3.4%
COc1ccccc1N1CCN(C(=O)Nc2cccc(C)c2)CC1	-13%	-5%	-1%	3.0%
COc1ccc(C2c3c(n(C)c4ccccc34)C(=O)N2CC(=O)Nc2cccc(F)c2)cc1 (stereo not drawn)	14%[10.9 µM]	-13%	13%	?
O=C(NCCOC(=O)C1COc2ccccc2O1)c1cccnc1 (stereo not drawn)	-8%	4%	-9%	-0.2%
COc1cc2[nH]c(=O)n(CCCC(=O)NCc3ccccc3)c(=O)c2cc1OC	-6%[10.9 µM]	14%	-7%	1.1%
FC(F)(F)c1cccc(N2CCN(c3nnnn3-c3ccccc3)CC2)c1	-10%	-6%	-1%	3.6%
CCOC(=O)COc1cc(=O)n(CC)c2ccccc12	8%	-1%	-8%	2.9%
COc1ccc(OC)c(CNc2nc3ccccc3n2CCN2CCCCC2)c1	-6%	-16%	-2%	2.1%
COc1ccc(Cn2c(=O)c3ccccc3n3c(-c4ccc(C)cc4)nnc23)cc1	-4%[10.9 µM]	-4%	10%	-1.5%
Cc1sc2ncn(CC(=O)OC(C)C(=O)NC(C)(C)C)c(=O)c2c1C (stereo not drawn)	-3%	-4%	-1%	2.1%
New compounds follow
SMILES	Imprint erasure	p53ts 39C kill	p53ts 32C kill	IkB signaling
Cc1c(-c2nc(-c3ccc4c(c3)OCO4)no2)nnn1-c1ccc(C(C)C)cc1	4%[10.9 µM]	9%	2%	-1.4%
COc1ccccc1NC(=O)N1CCN(c2ncccn2)CC1	-11%	1%	1%	2.2%
COCc1cc(C)nc2sc3c(c12)NC(c1ccc(O)cc1)N(c1ccc(OC)cc1)C3=O (stereo not drawn)	4%[10.9 µM]	-6%	16%	2.6%
COc1ccc(S(=O)(=O)N2CCN(Cc3nc4ccc(C)cc4o3)CC2)cc1Cl	9%[10.9 µM]	-7%	-7%	6.2%
Cc1ccccc1CNC(=O)CSc1nnc(C)c2c(C)n(-c3ccccc3)nc12	1%[10.9 µM]	0%	7%	-2.1%
COc1ccc(C(=O)N2CC=C(c3ccccc3)CC2)cc1S(=O)(=O)N1CCOCC1	-15%	2%	2%	?
O=C(CSc1ncnc2nc[nH]c12)c1ccccc1	-4%[10.9 µM]	6%[9.22 µM]	1%[9.22 µM]	-0.6%[11.4 µM]
CCOC(=O)c1c(C)[nH]c(C)c1S(=O)(=O)NCC(=O)Nc1cccc(C#N)c1	3%[10.9 µM]	-14%	0%	1.2%
Cc1cccc(CN2C(=O)c3ccccc3S(=O)(=O)c3ccc(C(=O)OCC4CCCO4)cc32)c1 (stereo not drawn)	-9%[10.9 µM]	-23%	-2%	-2.4%
CCC(CC)C(=O)Nc1cc(-c2cccc(C)c2)nn1-c1ccccc1	-3%[10.9 µM]	-14%	4%	1.6%
O=C(Nc1c(-c2ccccc2)nc2ccccn12)c1ccco1	-4%	-4%	13%	1.5%
CCOc1ccccc1N1CCN(Cc2ccc(OC)c(OC)c2OC)CC1	-21%	2%	-7%	0.6%
CCCCCCN(C(=O)CCCCCN1C(=O)NC(C2CCCCC2)C(C(=O)OCc2ccccc2)=C1C)C(C(=O)NCCCC)c1ccc(OCC(=O)OC)c(C(=O)OC)c1 (stereo not drawn)	-13%	12%	10%	·
CC(C)(C)n1nnnc1C(c1cccs1)N(Cc1ccccc1)Cc1cccnc1 (stereo not drawn)	-5%	1%	-6%	0.5%
Cc1cc(-c2ccc(Cl)cc2)n2nc(N)nc2n1	-3%	-1%	10%	-0.1%
Cc1ccc(C(=O)NCCSc2c[nH]c3ccccc23)cc1C	-4%[10.9 µM]	20%	7%	?
Cc1cc(SCC(=O)c2ccccc2)nc2ccccc12	-10%[10.9 µM]	-12%[9.22 µM]	7%[9.22 µM]	1.6%[11.4 µM]
O=c1c(-c2cc(F)cc(F)c2)nc2cnc(N3CCNCC3)nc2n1Cc1ccc(F)cc1	-47%[inhibitor]	?	?	-0.8%[11.4 µM]
CCCCCOC(=O)C1[C@H]2C(=O)N(c3ccccc3CC)C[C@]23C=C[C@H]1O3 (stereo partly drawn)	-5%	10%	9%	-1.0%
COc1cccc(-c2nc(CSCC(=O)NCC3CCCO3)c(C)o2)c1 (stereo not drawn)	-16%	-13%	0%	-2.0%
COc1ccc(NC(=O)/C(C#N)=C/c2ccc(OCc3cc(=O)n4nc(C)sc4n3)cc2)cc1	9%[10.9 µM]	21%	4%	-0.9%
COc1ccc(S(=O)(=O)N2CCC(C(=O)N3CCCCC3)CC2)cc1OC	·	0%	-4%	-0.4%
O=C(NC1CCCCCCC1)c1ccc(CNc2c(N3CCOCC3)c(=O)c2=O)cc1	-16%	-1%	2%	0.3%
COc1ccc(NC(=O)c2ccco2)cc1NC(=O)c1cccc(OC(C)C)c1	-10%	-9%	-1%	0.9%
Cc1ccc(-n2c(SCC(=O)Nc3ccc4c(c3)OCO4)nnc2-c2cccs2)cc1	-15%	-4%	2%	4.2%
Remaining list, next part:
SMILES	Imprint erasure	p53ts 39C kill	p53ts 32C kill	IkB signaling
Cc1cccc(OCCC(=O)Nc2c(C)n(C)n(-c3ccccc3)c2=O)c1	-4%	5%	6%	0.4%
Cc1ccsc1-c1nc(CSCC(=O)N2CCN(c3ccccc3)CC2)c(C)o1	-19%	-12%	-1%	?
CS(=O)(=O)Nc1cccc(-c2cncnc2NCc2ccccc2)c1	1%	-6%	9%	-0.3%[11.4 µM]
Cc1ccc(NC(=O)c2c(C)oc3ncn(C)c(=O)c23)cc1F	-16%[10.9 µM]	15%	-3%	0.9%
CCOC(=O)CNC(=O)CSc1nnc(-c2ccccc2OC)n1CC	7%	-6%	-3%	-0.9%
Cn1c(CCc2ccccc2)nnc1SCC(=O)N1CCOCC1	·	21%	-1%	·
CCC(=O)Nc1cccc(-c2cn3c(C)csc3n2)c1	-14%[10.9 µM]	-24%	?	2.3%
NC(=O)C[C@@H]1N[C@]2(C(=O)Nc3ccccc32)[C@@H]2C(=O)N(c3cc(C(F)(F)F)ccc3Cl)C(=O)[C@H]12	9%	4%	-4%	0.1%
COc1ccccc1NC(=O)C1=C(C)Nc2nc(SCc3cccc(F)c3)nn2C1c1ccc(C(=O)O)cc1 (stereo not drawn)	-7%[10.9 µM]	7%	10%	8.2%
O=C(c1cc(-c2ccc(Cl)cc2)on1)N1CCOCC1	-66%[inhibitor]	13µM*	10µM*	?
COc1ccc(-n2nnnc2C2CCN(S(=O)(=O)c3cc(Cl)ccc3OC)CC2)cc1	-9%[10.9 µM]	-17%	10%	?
CSCC[C@H](NC(=O)OC(C)(C)C)c1nnc(SCC(=O)Nc2ccc(C)cc2C)o1	-17%	13%	6%	3.1%
O=S(=O)(N1CCOCC1)N1CCN(c2ccccc2F)CC1	-5%	-2%	1%	1.8%
COc1cccc(-c2nc(CS(=O)(=O)CC(=O)NCc3cccc(Cl)c3)c(C)o2)c1	-4%[10.9 µM]	-9%	4%	?
CC(C)C(c1nnnn1C1CCCC1)N1c2ccccc2CC1C (stereo not drawn)	-8%	-13%	-1%	?
CCOC(=O)c1cc2c(=O)n3ccccc3nc2n(CC2CCCO2)c1=NC(C)=O (stereo not drawn)	-5%	-6%	1%	-2.4%
CN(C)S(=O)(=O)N(CC(=O)NCCSCc1ccccc1Cl)c1ccccc1	-12%[10.9 µM]	-13%	11%	?
COc1nc(N(C)C)nc(N(OC)S(=O)(=O)c2ccccc2Cl)n1	-10%	5%	4%	-2.3%
O=C(CN1C(=O)c2ccccc2S1(=O)=O)NCc1cccnc1	-9%	18%	-1%	-0.3%
COc1ccc(NS(=O)(=O)c2ccc3c(c2)CCCN3C(=O)C2CCC2)cc1OC	-26%[10.9 µM]	-16%	-13%	?
COc1ccc(C)cc1NC(=O)Cn1c(=O)oc2cc(S(=O)(=O)N3CCCCC3)ccc21	-13%[10.9 µM]	-18%	-7%	?
Cc1ccc(S(=O)(=O)NC(=O)Nc2ccc(F)cc2)cc1	·	32%[activator]	15%	·
CCCC(=O)Nc1ccccc1NC(=O)CN(C)S(=O)(=O)c1ccc(C)cc1	2%	10%	4%	1.3%
CCc1ccc(NC(=O)CNC(=O)Cn2c(C)cc3ccccc3c2=O)cc1	8%[10.9 µM]	18%	-13%	1.7%
CC(C)c1ccc(CN(Cc2ccco2)c2cnc(S(C)(=O)=O)nc2C(=O)Nc2ccc(F)cc2)cc1	14%[10.9 µM]	8%	4%	0.7%
CCOc1ccc(C2C(C(N)=O)=C(C)Nc3nc(-c4ccc(OC)cc4)nn32)cc1 (stereo not drawn)	-10%[10.9 µM]	?	?	3.3%
CCOC(=O)NCc1cc(-c2nn(C)c(=O)c3ccccc23)ccc1C	-14%	3%	-10%	?
CCCCCC1C(=O)CCC1CC(=O)OC (stereo not drawn)	?	-3%	1%	·
CCOC(=O)N1CCN(c2c(NCC3CCN(Cc4cccc(C)c4)CC3)c(=O)c2=O)CC1	-6%	-2%	-3%	0.5%
CC1CN(c2nc3ccccc3nc2C(C#N)C(=O)NC2CCCCC2)CC(C)O1 (stereo not drawn)	-6%	2%	12%	0.3%
